# Screening data as filed in PubChem BioAssay.
# rad50: NCI yeast anticancer drug screen, S. cerevisiae rad50 strain; 79,000 compounds, 10% hits; % growth inhibition at 50 µM;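 note: 0% = growth of vehicle-only cultures of the same strain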
#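 Genetically altered yeast (DNA repair pathway); compound treatment; growth inhibition vs vehicle ctrl.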
# sgs1 mgt1: NCI yeast anticancer drug screen, S. cerevisiae sgs1 mgt1 strain. growth inhibition, % at 50 µM. 78,000 compounds, 10% hits;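 note: 0% = growth of vehicle-only cultures of the same strain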
#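 Compounds are added to genetically altered yeast, and growth is compared with cultures given vehicle alone to give percent inhibition.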
# mec2-1: NCI yeast anticancer drug screen, S. cerevisiae mec2-1 strain. growth inhibition, % at 50 µM. 79,000 compounds, 9% hits;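 note: 0% = growth of vehicle-only cultures of the same strain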
#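 Using mec2-1 yeast: add compound, measure growth, express inhibition versus vehicle-treated cultures.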
# yeast mlh1 rad18: NCI yeast anticancer drug screen, S. cerevisiae mlh1 rad18 strain | % growth inhibition at 50 µM | 79,000 compounds, 11% hits;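 note: 0% = growth of vehicle-only cultures of the same strain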
#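 Genetically defined yeast (DNA repair-deficient) exposed to compounds; growth inhibition determined relative to vehicle.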
# bub3: NCI yeast anticancer drug screen, S. cerevisiae bub3 mutant strain; growth inhibition, % at 50 µM; 78,000 compounds, 9.9% hits;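 note: 0% = growth of vehicle-only cultures of the same strain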
#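 Steps: expose the mutant yeast strain to compound; grow alongside vehicle-treated cultures; measure growth; express inhibition against the vehicle cultures.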
# cln2 rad14: NCI yeast anticancer drug screen, S. cerevisiae cln2 rad14 strain | 78,000 compounds, 8.3% hits | AID 165 | growth inhibition, % at 50 µM;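 note: 0% = growth of vehicle-only cultures of the same strain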
#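 Readout is yeast growth inhibition versus vehicle-treated controls, using a strain with cln2 and rad14 alterations exposed to compound.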
# Starred values were filed as active, the others as inactive; x = not tested or not shown; & = joins results of further samples. Cut-off read from the data, not from the text of the source: active = growth inhibition above about 70%; inactive = the rest.
# Start of the listing, in advance, 6 compounds:
SMILES,rad50,sgs1 mgt1,mec2-1,yeast mlh1 rad18,bub3,cln2 rad14
O=[N+]([O-])c1ccccc1N=C=S,10,-4,-10,-18,-10,-36
COc1ccc(C2OCC(COC(C)=O)O2)cc1OC (stereo not drawn),-11,1,6,10,26,-18
Cc1cn(C2CC(C)N(CCO)O2)c(=O)[nH]c1=O (stereo not drawn),-8,-17,-1,-74,-15,-12
O=c1[nH]n(Cc2ccccc2Cl)c2ccccc12,10,-13,0,-11,-6,21
FC(F)(F)C[P+](c1ccccc1)(c1ccccc1)c1ccccc1,41,15,13,26,12,17
COc1ncnc2c(NC3OC(CO)C(O)C3O)ncnc12 (stereo not drawn),7,-5,-6,-9,-9,12

# The listing, repeating the preview:
SMILES,rad50,sgs1 mgt1,mec2-1,yeast mlh1 rad18,bub3,cln2 rad14
O=[N+]([O-])c1ccccc1N=C=S,10,-4,-10,-18,-10,-36
COc1ccc(C2OCC(COC(C)=O)O2)cc1OC (stereo not drawn),-11,1,6,10,26,-18
Cc1cn(C2CC(C)N(CCO)O2)c(=O)[nH]c1=O (stereo not drawn),-8,-17,-1,-74,-15,-12
O=c1[nH]n(Cc2ccccc2Cl)c2ccccc12,10,-13,0,-11,-6,21
FC(F)(F)C[P+](c1ccccc1)(c1ccccc1)c1ccccc1,41,15,13,26,12,17
COc1ncnc2c(NC3OC(CO)C(O)C3O)ncnc12 (stereo not drawn),7,-5,-6,-9,-9,12
COc1ccc(/C=N/NC=O)cc1OC,7,1,6,-3,-12,1
CSc1ncnc2c(C3OC(COC(C)=O)C(OC(C)=O)C3OC(C)=O)[nH]nc12 (stereo not drawn),19,16,7,16,-4,21
CCOC(=O)N/N=C(/N)Cc1ccc(Cl)cc1,15,20,27,26,20,10
CCNC(=O)OCc1c(COC(=O)NCC)c(-c2ccc(Cl)c(Cl)c2)n2c1CCC2,27,35,25,41,10,67
COc1cc(OC)c(Cc2cc3c(cc2OC)OCO3)c(OC)c1,4,31,-2,13,-1,0
COCCCn1c(-c2cc(OC)c(OC)c(OC)c2)nn2c(=O)c3ccccc3nc2c1=O,-17,-18,-8,-4,6,18
O=c1c2cc(Cl)ccc2on1CN1CCOCC1,3,17,11,6,5,-4
Cn1c(=O)c2c(nc3n(C)c(=O)c4ccccc4n23)n(C)c1=O,65,-8,33,46,5,7
NC(=S)N/N=C1\CCCC1C(O)(C(F)(F)Cl)C(F)(F)Cl (stereo not drawn),65,56,18,63,30,35
CC(O)CN (stereo not drawn),-9,4,-7,-10,-3,-5
CN(C)CCC(=O)c1cccc(O)c1,-28,-6,-19,-10,-9,-38
CCCCCC1(C=O)C(=O)NC(=O)N1C (stereo not drawn),2,-1,-5,-8,0,0
O=C(CC1C(=O)Nc2ccccc2S1=O)Nc1ccccc1 (stereo not drawn),-19,-13,-46,-12,-28,11
O=C1OC(=O)C23Cc4ccccc4CC12CC1Cc2ccccc2CC1C3 (stereo not drawn),9,10,8,25,12,2
Clc1ccc(-n2cccc2)cc1,-5,11,0,-6,-20,6
CC(O)C(C)C(C)O (stereo not drawn),12,6,-11,12,7,1
CC1=C(C(=O)Nc2cccc(C(F)(F)F)c2)C(c2ccccc2F)C(C(=O)Nc2cccc(C(F)(F)F)c2)=C(C)N1,78*,86*,79*,80*,85*,86*
CCCCCCCCCCCCCCCCCCCCCCCCCCCCCCCCCCCCSC(=N)N,8,4,0,13,0,-7
O=C(Nc1ccc(C(=O)O)c(O)c1)c1ccc(C(=O)Nc2ccc(C(=O)O)c(O)c2)cc1,-23,-1,-12,4,13,18

# (next part)
SMILES,rad50,sgs1 mgt1,mec2-1,yeast mlh1 rad18,bub3,cln2 rad14
CCOC(=O)c1nnsc1NC(=O)NN,6,-8,16,25,-14,4
CC(C)CNc1nc2ncnc(N)c2[nH]1,-29,-28,-18,-4,-14,24
CC(NC(=O)C(OC(=O)C(C)NC(=O)OC(C)(C)C)C(C)C)C(=O)OC(C(=O)O)C(C)C (stereo not drawn),-24,-6,10,-7,2,-1
CN(C)NC(=O)/C(=C/c1ccc(Cl)cc1)NC(=O)c1ccccc1,31,-2,-10,5,6,22
CCCSc1nc(C(=O)O)cc(=O)[nH]1,-9,-5,-14,-8,-5,-44
O=C(CC1Sc2ccccc2NC1=O)NNc1c(Cl)cc(Cl)cc1Cl (stereo not drawn),6,4,1,33,1,17
COC(=O)C1CC=CCC1 (stereo not drawn),23,7,-8,32,1,14
[O-]/[N+]1=[N+](\[O-])c2ccccc2COCc2ccccc21,-5,-12,-12,-14,-8,-45
CC(Br)C(=O)NC(Cc1ccccc1)C(=O)O (stereo not drawn),-18&-4&3,3&-12,-20&1&-19,-10&6&25,8&-18,-26&17
Cc1c(-c2ccccc2)ccnc1/C=N/NC(=S)Nc1ccc(N(C)C)cc1,75*,70*,77*,80*,82*,61
CCN(CC)CC1CCCCN1CC(=O)N1c2ccc(Br)cc2C(=O)Nc2cccnc21 (stereo not drawn),-6,7,-16,-15,10,7
O=C(OCc1ccccc1CN1CCOCC1)c1cccc(Br)c1,44,83*,9,7,52,-4
CCCCCC/C=C1\CCC(CN2CCCC2)C1=O (stereo not drawn),91*,90*,71*,89*,80*,82*
C=C(CCCCCOCOCCOC)[Si](C)(C)C,-43,-36,-32,-52,-47,-20
N#Cc1cc2c(n(C3OC(CO)C(O)C(O)C3O)c1=S)CCCCC2 (stereo not drawn),-4,-4,-16,24,6,-1
CCOC(=O)C(/C(=N/NC(=O)OC)C(=O)Nc1ccc(C(C)=O)cc1)c1cnc2ccccc2n1 (stereo not drawn),1,-27,-41,0,-2,26
CC(NC(=O)OCC[P+](c1ccccc1)(c1ccccc1)c1ccccc1)C(=O)O (stereo not drawn),-14,-12,-4,-55,-27,3
C=CCN1CCC(OC(=O)C(O)(/C=C\CC)C2CCCC2)CC1 (stereo not drawn),69,70*,49,60,62,63
CC(=O)c1cc(C(C)=O)c2cc(C)cc(O)c2c1O,16,8,-14,-10,14,2
c1nc(N2CCCCC2)c2[nH]cnc2n1,-7,7,-38,3,16,-23
NC(=O)c1cc(Cl)c(N)c(Cl)c1,8,-12,-8,-12,-12,-5
O=C(c1ccc(Cl)cc1)c1ccc2ccccc2c1,-5,5,-9,4,8,-3
Nc1nc(N)nc(SCCO)n1,-25,-14,2,-8,-5,-45
CN(C)Cc1cc(C(F)(F)F)ccc1C(O)(c1ccccc1)c1ccccc1,-15,-40,-34,27,-71,8
CSC1=C(c2ccc(Cl)cc2)SC(N2CCCCC2)N1c1ccc([N+](=O)[O-])cc1 (stereo not drawn),1,2,0,5,5,5

# Single records, as listed above. Order of screens: rad50, sgs1 mgt1, mec2-1, yeast mlh1 rad18, bub3, cln2 rad14
# O=C(CC1C(=O)Nc2ccccc2S1=O)Nc1ccccc1 (stereo not drawn) in the list: -19, -13, -46, -12, -28, 11
# [O-]/[N+]1=[N+](\[O-])c2ccccc2COCc2ccccc21 in the list: -5, -12, -12, -14, -8, -45
# CCCCCC1(C=O)C(=O)NC(=O)N1C (stereo not drawn) in the list: 2, -1, -5, -8, 0, 0
# CC(O)CN (stereo not drawn) in the list: -9, 4, -7, -10, -3, -5

# More compounds follow.
SMILES,rad50,sgs1 mgt1,mec2-1,yeast mlh1 rad18,bub3,cln2 rad14
CC(C)CC(=O)NC(C(=O)NC(C(=O)NC(CC(C)C)C(O)CC(=O)NC(C)C(=O)NC(CC(C)C)C(O)CC(=O)O)C(C)C)C(C)C (stereo not drawn),6,-21,-18,-10,6,8
CN(C)c1ccc(C(c2ccc(Cl)cc2)c2ccc(N(C)C)cc2)cc1,95*,95*,94*,93*,91*,90*
NC(N)=NC1=NC(=O)CS1,-1,3,-23,-9,-12,8
CCOC(=O)NC(=O)c1cn(CCCOC(=O)CCCCCCCCC(=O)OCCCn2cc(C(=O)NC(=O)OCC)c(=O)n(C)c2=O)c(=O)n(C)c1=O,-16,-25,-25,-24,4,6
N#CC(c1cnc2ccccc2n1)c1cccc2ccccc12 (stereo not drawn),0,1,6,13,-5,-6
O=C1/C(=C\c2ccc(Cl)cc2)SC2SC=C(c3ccc([N+](=O)[O-])cc3)N12 (stereo not drawn),98*,99*,99*,99*,87*,98*
C/C(=N\NC(=S)N1CCCC1)c1ccc[nH]1,-7,0,3,-2,-8,-12
C=CCC12CC(COc3ccccc3C(N)=O)OC1=Nc1ccccc1NC2=O (stereo not drawn),1,-28,0,-5,1,-2
CCOc1ccc2c(c1)C(C)(C)CCC2(C)C,4,-6,-8,6,1,-39
CCCCCCCCOC(=O)c1c(Cl)c(Cl)c(C(=O)OCCCCCCCC)c(Cl)c1Cl,-26,-18,-34,-28,-30,12
Oc1ccc(N=Cc2ccc3ccccc3n2)cc1,36,19,2,4,-20,10
N#CC1CCC(c2ccccc2)(c2ccccc2)C1=O (stereo not drawn),95*,100*,100*,100*,74*,98*
CN(CCSSCCN(C)/N=C/c1ccccc1)/N=C/c1ccccc1,-31,-27,-10,-17,-11,-28
CC(=O)c1cccc(NC(=O)c2cccc(Cl)c2)c1,-2,24,-4,21,20,-16
O=C1/C(=C/c2ccc3c(c2)CCC3)Cc2cc3c(cc21)CCC3,-10,-23,12,5,-1,21
CCN(CC)CCOC(=O)c1c2nc3c(C(=O)OCCN(CC)CC)ccc(C)c3oc-2c(C)c(=O)c1N,80*,42,36,36,62,-5
O=c1[nH]nc(-c2ccc(Cl)cc2)[nH]1,9,-4,-4,-4,-6,-30
O=S1Nc2ccccc2S1 (stereo not drawn),58,99*,85*,96*,99*,97*
O=C1C=CC(=O)c2c(O)c(N3CCN(CCOCCO)CC3)c(Br)c(O)c21,88*,90*,89*,87*,86*,86*
CCN(CC)CCOc1c(C)cccc1C,-5,-13,3,-2,12,-14
CC[N+]1(C)CCOCC1,-14,-9,3,-8,-5,-22
CCN(C(C)=O)c1ccc(S(=O)(=O)Cl)cc1,-26,10,17,-36,-21,-30
CCCCCCSc1nc2c([nH]1)c(=O)n(C)c(=S)n2C,2,1,-3,19,14,2
C=C1[C@H](OCC(C)C)[C@@H](OCC(C)C)[C@@H](O)C(C)(C)/C=C/[C@H](C)C(=O)[C@@]2(O)C[C@H](C)[C@H](O)[C@@H]2[C@H]1OCC(C)C,-38,-10,-45,-69,-13,-36
Cc1nc(N)c(Br)nc1C,1,-4,7,-10,4,-1

# (next part)
SMILES,rad50,sgs1 mgt1,mec2-1,yeast mlh1 rad18,bub3,cln2 rad14
CS(=O)(=O)C(c1nc2nnc(N)n2[nH]c1=O)c1nc2nnc(N)n2[nH]c1=O,-4,15,13,14,10,-3
CCCCCCCCCCCCOC(=O)C[n+]1cccc(C(=O)Nc2ccccc2)c1,99*,100*,99*,99*,99*,99*
Nc1nc(-c2cccnc2)cc2ccccc12,8,8,-9,8,-8,-13
COc1cccc2c1C(=O)c1c(O)c3c(c(O)c1C2=O)C[C@@](O)(C(=O)CO)CC3OC1CC(O)C(O)C(C)O1 (stereo partly drawn),72*,33,53,x,63,29
CC(=O)C(N)CCC(=O)O (stereo not drawn),11,6,7,6,-1,-29
CCOC(=O)C1(CO)CSCCSC1,-25,6,1,-12,-9,2
CCOC(=O)/C=C/SC(C)(C)C(N)C(=O)O (stereo not drawn),4,-20,-9,8,-13,4
CCOc1ccc2nc(NC(=O)/C(CC(=O)CC(C3=C(O)c4ccccc4CC3=O)c3ccccc3)=N\O)sc2c1 (stereo not drawn),-1,-13,-7,-20,0,-19
Cc1cc(C(c2ccccc2)n2c3ccccc3c3ccccc32)cc(C)c1O (stereo not drawn),6,8,11,16,-8,0
O=C(CCc1ccccc1)NS(=O)(=O)c1ccccc1,6,-15,-9,-17,0,-3
CCNc1c[nH]c(=O)[nH]c1=O,-5,-1,-11,6,2,-13
Cc1cccc(C(=O)OCCBr)c1,27,14,4,11,10,-28
CCOC(=O)C(NC(=O)c1ccccc1)(N1CCN(c2cc3c(cc2F)c(=O)c(C(=O)O)cn3CC)CC1)C(F)(F)F (stereo not drawn),-29,-3,-34,-21,-14,-18
O=C(c1ccc2c(c1)no[n+]2[O-])N(CCO)CCO,59,47,8,20,28,92*
CCCCCCCCCCCCCCCCCC(=O)OCC1OC(OC)C(NC(=O)N(CCCl)N=O)C(O)C1O (stereo not drawn),16,-5,-7,9,21,14
Cc1cccc(/C=N/Nc2ccccn2)n1,83*,37,79*,88*,38,24
COc1cc(CC(NC(=O)c2ccccc2)C(C)=O)cc(OC)c1OC (stereo not drawn),-10,-5,9,-4,28,-26
O=C(CN=C(CN(c1ccccc1)c1ccccc1)Oc1ccc(Cl)cc1Cl)n1ccnc1,-15,34,16,-11,-27,-6
O=C(O)C1CSC(c2cccs2)N1 (stereo not drawn),-19,-4,-46,-8,-32,1
O=C1NN(c2ccccc2)CCO1,-2,-5,-3,2,0,-19
O=C(Oc1ccc(C(=O)c2ccccc2)cc1)C(Cl)=C(Cl)Cl,-7,8,-2,-4,7,-56

# As entered above.
# `COc1cccc2c1C(=O)c1c(O)c3c(c(O)c1C2=O)C[C@@](O)(C(=O)CO)CC3OC1CC(O)C(O)C(C)O1` (stereo partly drawn) in sgs1 mgt1 has 33
# `CCCCCCCCCCCCOC(=O)C[n+]1cccc(C(=O)Nc2ccccc2)c1` in cln2 rad14 has 99*
